# Screening data as filed in PubChem.
# EPAC1 antagonist – qHTS for Antagonist of cAMP-regulated guanine nucleotide exchange factor 3 (EPAC1): primary screen. EPAC1 GEF assay, Rap1b-BODIPY-GDP exchange fluorescence. Rap guanine nucleotide exchange factor 3 (Homo sapiens), O95398. hit rate 0.14% among 360,000. Potency, µM (top dose mostly 115 µM), without a hit: at the highest dose activity change, negative = inhibition, most hits filed as inhibitors;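 also: potency is read from the fitted curve at half-maximal effect; plate controls were vehicle for no effect and positive control for full effect; nearly all actives have a fitted effect of over 50% in size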
# Target sequence (O95398 whole entry, looked up): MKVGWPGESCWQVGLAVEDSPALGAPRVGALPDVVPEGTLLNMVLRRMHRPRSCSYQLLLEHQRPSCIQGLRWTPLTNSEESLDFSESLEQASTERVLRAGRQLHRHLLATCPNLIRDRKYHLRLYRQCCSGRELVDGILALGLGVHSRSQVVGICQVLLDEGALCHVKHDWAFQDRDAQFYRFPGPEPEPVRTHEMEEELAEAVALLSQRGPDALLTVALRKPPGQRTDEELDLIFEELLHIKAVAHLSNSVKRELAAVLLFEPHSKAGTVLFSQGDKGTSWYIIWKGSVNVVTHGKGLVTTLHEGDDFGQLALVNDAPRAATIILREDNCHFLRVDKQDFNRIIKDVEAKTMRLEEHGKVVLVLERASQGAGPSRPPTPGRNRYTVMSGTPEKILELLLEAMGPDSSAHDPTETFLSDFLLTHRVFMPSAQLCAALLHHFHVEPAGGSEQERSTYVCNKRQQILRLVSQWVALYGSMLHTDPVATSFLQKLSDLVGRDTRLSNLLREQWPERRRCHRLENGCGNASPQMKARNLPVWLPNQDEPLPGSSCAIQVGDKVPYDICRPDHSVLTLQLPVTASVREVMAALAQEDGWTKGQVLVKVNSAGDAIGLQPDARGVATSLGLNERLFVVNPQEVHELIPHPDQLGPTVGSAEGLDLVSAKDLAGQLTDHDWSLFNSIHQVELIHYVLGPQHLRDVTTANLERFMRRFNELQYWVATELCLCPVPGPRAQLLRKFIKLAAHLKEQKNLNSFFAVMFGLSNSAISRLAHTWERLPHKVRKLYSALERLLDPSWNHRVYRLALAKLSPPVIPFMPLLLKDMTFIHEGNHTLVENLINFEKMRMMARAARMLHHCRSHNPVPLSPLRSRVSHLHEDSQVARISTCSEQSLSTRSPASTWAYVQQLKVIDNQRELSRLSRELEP
# PI5P4K alpha inh – qHTS for Inhibitors of phosphatidylinositol 5-phosphate 4-kinase (PI5P4K); AID 652105, 2013; max response, %; hit rate 1.2% among 330,000; PI5P4Kalpha enzyme, ADP-Glo luminescence, 60 min; stronger effect = lower value; active = max response of -50% or lower; inconclusive = between -30% and -50%; inactive = -30% or higher; also: value at the top dose of about 77 µM; % is scaled to controls: 0 for no effect and ±100 for the full control effect
#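 ADP-Glo luminescence end-point read after a 60 min room-temperature kinase reaction of PI5P4Kalpha plus substrate, initiated with ATP at 5 microM final. Buffer: 0.038 M HEPES pH 7.4, EGTA, 0.1% CHAPS, 5% DMSO.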
# WRN inhibitor – qHTS for Inhibitors of WRN Helicase | WRN helicase unwinding, fluorescent forked duplex, kinetic | Bifunctional 3'-5' exonuclease/ATP-dependent helicase WRN (Homo sapiens), Q14191 | Potency, µM (top dose mostly 114 µM), for the others: top-dose activity change, negative = inhibition, usual class: inhibitors | hit rate 0.46% among 360,000; also: potency is read from the fitted curve at half-maximal effect; % is scaled to controls: 0 for no effect and ±100 for the full control effect; nearly all actives have a fitted effect of over 55% in size
#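 Fluorescence dequenching readout, ex 525 nm/em 598 nm, kinetic mode: forked duplex DNA (100 nM final) with adjacent fluorophore and quencher unwound by WRN (20 nM final) with 2 mM ATP. Compound preincubation 15 min, room temperature.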
# Mm-Cpn inhibitor – Inhibitors of TCP-1 ring complex (TRiC) of Methanococcus maripaludis (MmCpn): qHTS. purified Mm-Cpn ATPase, ADP Transcreener TR-FRET. Potency, µM (highest dose often 76.9 µM), for the others: at the top dose activity, negative = inhibition, most hits filed as inhibitors. hit rate 0.031% among 330,000; also: potency is read from the fitted curve at half-maximal effect; % is scaled to controls: 0 for no effect and ±100 for the full control effect; nearly all actives have a fitted effect of over 80% in size
#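 Purified archaeal chaperonin (25 nM final) was preincubated with compound for 10 min at 37°C, then ATP (10 uM final) was added for 30 min at 37°C in Tris pH 7.4/KCl/MgCl2/DTT buffer. ADP was quantified by HTRF Transcreener TR-FRET.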
# PLK1 PBD inh – qHTS for Inhibitors of PLK1-PDB (polo-like kinase 1 - polo-box domain): Primary Screen; hit rate 2.8% among 360,000; Potency, µM, for inactives: max response, negative = inhibition, actives largely listed as inhibitors; AID 720504, 2013; Plk1 PBD binding of FITC phosphopeptide, fluorescence polarization; also: potency is read from the fitted curve at half-maximal effect; series mostly up to about 57 µM; % is scaled to controls: 0 for no effect and ±100 for the full control effect; nearly all actives have a fitted effect of over 65% in size
# CCT modulator – High-Throughput Screening for Modulators of Cytosolic Chaperonin Activity | activity change, % (concentration not given with the values), hits read low | hit rate 0.3% among 360,000 | purified chaperonin ATPase assay, HTRF ADP detection, 30 min | AID 651819, 2012; in the data active = activity change below about -30%; also: % is scaled to controls: 0 for no effect and ±100 for the full control effect
#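 TRiC (40 or 20 nM final, by batch activity) in 30 mM Tris pH 7.4, 100 mM KCl, 5 mM MgCl2, 1 mM DTT was treated with compound at 76 uM single dose, then 10 uM ATP, 30 min at 37 °C. ADP was read by HTRF Transcreener.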
# EPAC1 agonist – qHTS for Agonist of cAMP-regulated guanine nucleotide exchange factor 3 (EPAC1): primary screen; Rap guanine nucleotide exchange factor 3 (Homo sapiens), O95398; EPAC1 agonist qHTS, biochemical assay; response scale: 100% = response to 6.5 mM cAMP; Potency, µM (titrated, usually from 154 µM), for inactives: at the top dose activation, most hits filed as activators; hit rate 0.073% among 360,000; AID 720707, 2013; also: potency is read from the fitted curve at half-maximal effect; nearly all actives have a fitted effect of over 60% in size
#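 Read-out is the fluorescence drop as BODIPY-GDP leaves Rap1B (480 nm excitation, 540 nm emission), recorded every 5 minutes over 30 minutes. Reactions held 100 nM EPAC1, 250 nM Rap1B–BODIPY-GDP and 50 uM GDP, with 6.5 mM cAMP setting full activation.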
# EPAC2 antag – qHTS for Antagonist of cAMP-regulated guanine nucleotide exchange factor 2 (EPAC2): primary screen; Rap guanine nucleotide exchange factor 4 (Homo sapiens), Q8WZA2; EPAC2 GEF exchange of Rap1B-BODIPY-GDP, fluorescence; Potency, µM (doses to about 114 µM), inactives show at the highest dose activity, negative = inhibition, usual class: inhibitors; hit rate 0.18% among 360,000; also: potency is read from the fitted curve at half-maximal effect; % is scaled to controls: 0 for no effect and ±100 for the full control effect; nearly all actives have a fitted effect of over 45% in size; many of its hits are not listed in these tables
# Starred values were filed as active, the others as inactive; ? = inconclusive; · = no result given; [ ] = another dose, or the depositor's remark. Unless noted, calls follow the shape of the dose curve; as a rule, active = well fitted curve in the direction sought with a large enough effect; inconclusive = small, poorly fitted or top-dose-only effect, or another doubt; inactive = no such curve, though single readings can be large; an effect the other way counts as inactive or inconclusive.
# Screens in order: EPAC1 antagonist	PI5P4K alpha inh	WRN inhibitor	Mm-Cpn inhibitor	PLK1 PBD inh	CCT modulator	EPAC1 agonist	EPAC2 antag
COc1ccc(NC(=S)NNC(=O)Cn2nc([N+](=O)[O-])cc2C)cc1
 : 11%	·	2%	-3%	0%	0.6	9%	0%
Cc1cc(C)n(-c2ccc(C(=O)OCC(=O)Nc3cc(S(C)(=O)=O)ccc3Cl)cc2)n1
 : 16%	-4	0%	0%	5%	-1.9	4%	-9%
CCc1nc2ccccc2n1CC(=O)N1CCN(S(=O)(=O)c2cccc(C(F)(F)F)c2)CC1
 : -1%	9	-6%	1%	1%	-0.5	0%	-10%
O=c1cc(N2CCN(c3cccc(Cl)c3)CC2)[nH]c(=O)n1C1CCCCC1
 : -16%	6	6%	-3%	-2%	-6.9	-3%	6%
CC1CCCC(C)N1CCCNC(=O)Cn1c(=O)c2cccn2c2cccnc21 (configuration not stated)
 : 1%	0	4%	4%	-12%	1.4	-2%	9%
COC(=O)[C@@]12CCCN1[C@H](c1ccc(-c3ccc(OC)cc3)c(OC)c1)[C@@H]1C(=O)N(C)C(=O)[C@@H]12
 : -24%	-1	0%	-11%	-5%	-1.4	4%	8%
O=C1c2cnc3nc(SCc4ccccc4)nn3c2CC2c3ccccc3CCN12 (configuration not stated)
 : 1%	-5	-4%	2%	-9%	-4.7	8%	1%
CC(=O)c1ccc(NS(=O)(=O)c2ccc(N)cc2)cc1
 : -11%	-17	1%	-1%	30µM*	-3.2	11%	0%
O=C1N[C@@H](Cc2ccccc2)C(=O)N2CCCC12 (some centres not stated)
 : -5%	2	2%	-1%	-14%	-0.9	-12%	5%
O=C(COC(=O)C1CCN(c2ccc(C(F)(F)F)cn2)CC1)Nc1cc(F)ccc1F
 : -10%	-7	-5%	1%	-5%	1.0	0%	-5%
CCOC(=O)C1CCN(C(=O)COC(=O)c2ccc3c(c2)C(=O)N(c2ccc(OCC)cc2)C3=O)CC1
 : -10%	-8	-12%	-2%	-12%	-1.8	-23%	-1%
COc1ccc(OC)c(C(C)NC(C)=O)c1 (configuration not stated)
 : -9%	·	-9%	2%	-6%	1.7	7%	-11%
COc1ccccc1CNc1ncccc1[N+](=O)[O-]
 : 0%	1	2%[57.1 µM]	-1%	-9%	-6.7	0%	-23%
O=C1CCCC(O)=C1C1C2=C(CCCC2=O)OC2=C1C(=O)CCC2
 : 13%	-12	-5%	1%	-8%	-4.3	4%	-2%
COc1cccc(OCC(O)CN2CCN(CCO)CC2)c1 (configuration not stated)
 : -3%	16	-6%	-2%	-4%	-5.9	8%	-8%
CN(C)C(=O)COc1ccc(Br)cc1
 : 12%	4	2%	-4%	-9%	-3.8	15%	15%
CN(Cc1cccnc1)C(=O)c1cc(COc2ccc3ncccc3c2)on1
 : -3%	-7	8%	1%	-6%	0.6	-3%	1%
O=c1[nH]nc(-c2ccc([N+](=O)[O-])o2)c(=O)[nH]1
 : 9%	-7	0%	·	-13%	-2.6	5%	1%
N#Cc1c(-c2cccs2)nc(SCc2ccc(Cl)cc2)[nH]c1=O
 : 89µM*	1	?	-19%	21µM*	-5.5	-3%	50µM*
CN(C(=O)COC(=O)c1ccc2c(c1)OCCO2)c1ccccc1
 : -14%	-5	-11%	-3%	-11%	-4.6	4%	-3%

# Five entries drawn at random from those above:
# Screens in order: EPAC1 antagonist	PI5P4K alpha inh	WRN inhibitor	Mm-Cpn inhibitor	PLK1 PBD inh	CCT modulator	EPAC1 agonist	EPAC2 antag
CN(Cc1cccnc1)C(=O)c1cc(COc2ccc3ncccc3c2)on1
 : -3%	-7	8%	1%	-6%	0.6	-3%	1%
O=c1[nH]nc(-c2ccc([N+](=O)[O-])o2)c(=O)[nH]1
 : 9%	-7	0%	·	-13%	-2.6	5%	1%
Cc1cc(C)n(-c2ccc(C(=O)OCC(=O)Nc3cc(S(C)(=O)=O)ccc3Cl)cc2)n1
 : 16%	-4	0%	0%	5%	-1.9	4%	-9%
CN(C)C(=O)COc1ccc(Br)cc1
 : 12%	4	2%	-4%	-9%	-3.8	15%	15%
O=C1N[C@@H](Cc2ccccc2)C(=O)N2CCCC12 (some centres not stated)
 : -5%	2	2%	-1%	-14%	-0.9	-12%	5%

# (cont.)
SMILES	EPAC1 antagonist	PI5P4K alpha inh	WRN inhibitor	Mm-Cpn inhibitor	PLK1 PBD inh	CCT modulator	EPAC1 agonist	EPAC2 antag
O=C(CSc1nnc2c(n1)[nH]c1ccc(F)cc12)NC1CC1	8%	0	7%	-1%	-29%	-0.4	7%	-1%
CCCCCCc1ccc(N2C[C@H](CCCCC)[C@@H](CC(=O)NCc3ccc(OC)cc3)C2=O)cc1	-17%	12	-9%	-4%	1%	-7.1	-2%	16%
COc1cccc(/C=N/n2c(-c3n[nH]c4c3CCC4)n[nH]c2=S)c1O	-13%	-28	-9%	0%	?	-0.5	9%	-2%
COCCNc1c2c(nc3c(-c4ccccc4)c(C)nn13)CCC2	15%	9	-6%	-1%	-2%	-0.4	7%	-19%
CC(C)(C)NC(=O)N1CCN(c2nc3ccc(Cl)cc3s2)CC1	-18%	-2	3%	-2%	3%	1.3	-10%	6%
CSCCC(NC(=O)COc1ccccc1)C(=O)NCC(C)(C)N1CCOCC1 (configuration not stated)	-11%	-8	8%	·	2%	1.3	3%	10%
O=C(CN1C(=O)C2CC=CCC2C1=O)Nc1nc2ccc(F)cc2s1 (configuration not stated)	10%	-4	-2%	-3%	0%	0.3	9%	?
Cc1ccc(NC(=O)CSC2=NCCN2)cc1	1%	1	-17%	2%	-10%	2.0	1%	14%
Clc1ccc(C[n+]2cc(-c3ccccc3)n3c2CCCCC3)c(Cl)c1	5%	0	-6%	0%	-4%	-0.4	-2%	0%
CN(C(=S)NC1=CCS(=O)(=O)C1)C1CCCCC1	8%	-1	18%	2%	-5%	1.5	-6%	7%
COc1ccc(OCC(=O)Nc2cccc(C(=O)Nc3ccccc3C(=O)O)c2)cc1	-22%	?	-29%	1%	?	2.9	-12%	-1%
COc1ccc(N)cc1-n1c(C)ccc1C	-5%	-16	-8%	2%	?	-1.3	-20%	13%
CCCC(=O)Nc1cc(-c2nn(C)c(=O)c3ccccc23)ccc1OC	-5%	·	5%	-4%	-14%	-0.7	11%	-9%
CC(C)C(=O)Nc1cccc(NC(=O)c2cccc(Br)c2)c1	1%	0	4%	2%	-4%	-0.7	-6%	6%
COCCn1c(=O)[nH]c2cc(C(=O)Nc3cccc(C(C)=O)c3)ccc2c1=O	-9%	?	3%	4%	-21%	-0.2	1%	5%
COC(=O)/C(C#N)=C/c1c(Oc2cc(C)cc(C)c2)nc2ccccn2c1=O	-3%	1	0%	1%	-4%	-1.4	12%	4%
Cc1cccc(C)c1NC(=S)N/N=C1\CC2CC=CC12 (configuration not stated)	9%	-2	-10%	0%	15µM*	0.6	-1%	-10%
COCCNc1cc(C)c(C#N)c2nc3ccccc3n12	6%	-7	-15%	0%	-2%	-0.4	-1%	-2%
O=c1[nH]c(SCc2ccccc2Cl)nc2c1cnn2-c1ccccc1	-6%	3	-3%	0%	2%	0.0	-7%	-6%
Cn1nccc1-c1cc(Cl)cc(Cl)c1O	-26%	0	-9%	-3%	-3%	-3.3	15%	-22%
O=C(CN1CCOCC1)NCc1ccccc1	11%	·	-6%	1%	-7%	0.5	-2%	4%
CCCN(CCC)c1c([N+](=O)[O-])c(=O)oc2ccccc12	-8%	2	-1%	1%	-6%	-0.1	8%	-18%
Cc1ccc(-c2nnc(SCC(=O)Nc3nccs3)n2N)cc1	3%	-5	-1%	-1%	-4%	-7.9	5%	4%
O=C1CCCN1CCC1CCN(C(=S)Nc2ccc(F)cc2)CC1	-4%	-1	-5%	2%	-4%	-6.2	0%	-15%
O=C(NC1CCCC1)C(c1ccc(Cl)cc1)N1CCOCC1 (configuration not stated)	-4%	-1	-3%	-1%	-4%	0.5	3%	-7%
Nc1ccc(C(=O)N/N=C\c2cc(N=Nc3cccc4ccccc34)ccc2O)cc1	4%	-13	-16%	0%	-6%	-2.5	-2%	0%
CC(C)Cn1ccc(=O)n(CC(C)C)c1=O	-25%	5	-16%	2%	-12%	0.5	-7%	-6%
COc1ccc(S(=O)(=O)Nc2cc3c4c(c2)C(C)C(=O)N4CCC3)cc1OC (configuration not stated)	-6%	-3	-11%	-2%	-10%	2.3	8%	?
CCOC(=O)c1ccc2c(c1)[n+](CC)c(C)n2-c1ccccc1	0%	-6	-13%	1%	-2%	0.0	2%	5%
COc1ccc(C(=O)NCc2nnc(SCC(=O)Nc3cc(C)on3)o2)cc1OC	-6%	1	-2%	2%	-7%	-3.5	6%	-1%
OC(C#CCN1CCCC1)(c1ccccc1)c1cccc(F)c1 (configuration not stated)	-4%	-2	-4%	2%	-10%	-1.4	-5%	-1%
Cc1ccc(OCCNC(=O)c2ccccc2N)cc1	-16%	7	3%	1%	-2%	0.8	-13%	2%
O=S(=O)(NC1CCCC1)c1ccc(S(=O)(=O)N2CCc3ccccc32)cc1	2%	·	-7%	1%	0%	-1.3	11%	-6%

# The list is partial, so the mix of outcomes need not match the whole.
